# Screens (PubChem BioAssay)
# ROMK primary – modulates human ROMK potassium channel activity. B-score at 10 µM. P48048. AID 1918. hit rate 2% among 130,000. Tet-inducible ROMK, thallium flux fluorescence; actives lie on both sides;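 active = signal ratio slope over the read window, or its plate-corrected B-score, at least 3 SD from the plate mean, either direction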;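 also: B-score of the F/F0 ratio slope over 7 to 12 s after thallium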
# Target sequence (P48048 whole entry, looked up): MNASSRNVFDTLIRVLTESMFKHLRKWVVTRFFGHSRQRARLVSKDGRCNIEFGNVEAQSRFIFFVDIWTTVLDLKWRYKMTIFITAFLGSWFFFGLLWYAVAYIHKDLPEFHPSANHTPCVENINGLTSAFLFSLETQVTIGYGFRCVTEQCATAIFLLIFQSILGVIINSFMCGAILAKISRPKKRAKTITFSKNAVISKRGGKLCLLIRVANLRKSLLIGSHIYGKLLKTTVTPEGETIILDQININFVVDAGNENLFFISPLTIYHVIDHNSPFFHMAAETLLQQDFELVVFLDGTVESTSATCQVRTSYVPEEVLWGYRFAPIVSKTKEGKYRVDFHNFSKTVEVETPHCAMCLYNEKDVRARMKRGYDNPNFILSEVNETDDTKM
# L major viab – inhibitors of Leishmania major promastigote growth; Leishmania major promastigotes, resazurin fluorescence viability; inhibition, % at 10 µM; hit rate 9% among 200,000; in the data active = inhibition above about 50%;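 also: promastigotes grown with compound for 44 hours at 28 °C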
# PPARg SRC1 recr – agonists of human PPARgamma SRC-1 coactivator recruitment. P37231. PPARgamma-SRC-1 coactivator recruitment biochemical assay. activation, % at 8 µM. hit rate 0.41% among 200,000. AID 631; in the data active = activation above about 19%;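 also: 0% = DMSO and 100% = reference agonist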
# Target sequence (P37231 whole entry, looked up): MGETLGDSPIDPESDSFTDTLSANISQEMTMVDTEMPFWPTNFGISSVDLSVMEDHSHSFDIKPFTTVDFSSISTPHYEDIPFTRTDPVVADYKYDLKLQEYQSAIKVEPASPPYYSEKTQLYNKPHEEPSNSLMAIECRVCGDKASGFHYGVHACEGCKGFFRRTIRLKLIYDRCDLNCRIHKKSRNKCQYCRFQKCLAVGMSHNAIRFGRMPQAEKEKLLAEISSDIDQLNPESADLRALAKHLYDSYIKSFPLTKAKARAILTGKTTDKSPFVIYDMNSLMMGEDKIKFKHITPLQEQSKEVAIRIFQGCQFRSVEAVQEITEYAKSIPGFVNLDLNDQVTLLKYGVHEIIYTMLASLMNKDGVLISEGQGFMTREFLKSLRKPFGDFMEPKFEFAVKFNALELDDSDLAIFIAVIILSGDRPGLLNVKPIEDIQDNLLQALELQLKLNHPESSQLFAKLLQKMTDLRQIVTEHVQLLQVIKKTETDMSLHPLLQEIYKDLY
# Redox H2O2 prof – compounds producing H2O2 with reducing agent – biochemical, NIH compound library profiling, artefact control for MLSCN library redox annotation, primary screen; DTT-dependent redox cycling H2O2, phenol red/HRP absorbance; 100% = 100 µM peroxide control, 0% = buffer; activation, % at 10 µM; hit rate 0.03% among 200,000;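 active = activation of at least 50% relative to the plate's high and low controls in the primary single-dose screen; inactive = activation below 50%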;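 also: compound incubated with DTT at 0.8 mM final as the reducing agent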
# RAM network inh – inhibitors of the yeast RAM network; hit rate 1.8% among 190,000; S. cerevisiae dse1pr::URA3 reporter, 5-FOA growth OD615, 2 d; analog-sensitive cbk1-as2 kinase mutant strain; inhibition, % at 50 µM;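 active = inhibition above a set limit, 3 SD over mean compound inhibition, cut at about 8.4% in these data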;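 also: 0% = DMSO-only wells with no growth and 100% = 10 µM 1-NA-PP1 full growth; inhibition rescues growth on 5-FOA so higher OD means more RAM inhibition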
# SRC2 TRFRET art – flags TR-FRET format artefacts in PPARgamma SRC-2 recruitment agonist screen. TR-FRET artefact counter-screen; active compounds read high. TR-FRET ratio at 8 µM. hit rate 0.4% among 200,000. AID 1049; in the data active = TR-FRET ratio above about 2000; also: inactives centre near 1500; reference of the scale not given here
# S1P3 antagonist – S1P3 (human) receptor antagonism; CHO S1P3 NFAT-BLA reporter, FRET fluorescence, antagonist mode; inhibition, % at 4.98 µM; hit rate 0.27% among 170,000;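 active = inhibition above the plate cutoff, the mean inhibition of test wells on that plate plus 3 SD, cut at about 28% in these data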;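 also: cells challenged with S1P at its EC80 of 0.8 µM; blue over green emission ratio from cleaved BLA substrate after 4 h stimulation; 0% = S1P-stimulated wells and 100% = unstimulated DMSO-only wells; some compounds past the cut are filed as inactive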
# bIAP inhibitor – blocks bovine intestinal alkaline phosphatase activity. purified bovine IAP, CDP-star luminescence, 30 min. inhibition, % at 20 µM. 190,000 tested, under 10 active. AID 1019;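 active = over 50% inhibition of intestinal alkaline phosphatase at 20 µM in the single-dose screen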
#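 Assay system – bovine IAP enzyme · Quantity – bovine IAP at 1/65,000,000 final dilution · Detection – CDP-star luminescence signal · Times – 30 min reaction at room temperature · Also added – CDP-star substrate at 30 µM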
# Efa HMGR inh – inhibitors of class II HMG-CoA reductase from Enterococcus faecalis; AID 1066; inhibition, % at 10 µM; purified E. faecalis HMGR, NADPH absorbance 340 nm kinetic; hit rate 0.41% among 190,000;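 active = inhibition above a set limit, the median over all tested compounds plus 3 SD, cut at about 9.5% in these data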;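 also: enzyme runs in reverse so mevalonate oxidation gives rising NADPH absorbance; 0% = complete reaction with DMSO and 100% = background rate lacking mevalonate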
# PPARg SRC-3 ag – agonists of human PPARgamma SRC-3 coactivator recruitment; biochemical PPARgamma/SRC-3 coactivator recruitment assay; activation, % at 8 µM; hit rate 0.26% among 200,000; in the data active = activation above about 23%;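 also: 0% = DMSO and 100% = reference agonist; some compounds past the cut are filed as inactive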
# PPARg SRC-2 ag – agonists of SRC-2 recruitment by human PPARgamma. P37231. PPARgamma LBD-SRC-2 recruitment, biochemical. activation, % at 8 µM. hit rate 0.34% among 200,000; in the data active = activation above about 22%;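 also: 0% = vehicle and 100% = reference agonist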
# The depositor's hits bear a star; nt = not tested or not shown.
SMILES,ROMK primary,L major viab,PPARg SRC1 recr,Redox H2O2 prof,RAM network inh,SRC2 TRFRET art,S1P3 antagonist,bIAP inhibitor,Efa HMGR inh,PPARg SRC-3 ag,PPARg SRC-2 ag
Cc1cccc[n+]1C1C(c2ccccc2)C(C#N)=C(C(=C=[N-])C#N)NC1(O)C1CC1 (stereo not drawn),nt,2.4,15.4,-1.5,0.8,2096*,nt,-0.4,4.4,29.1*,26.4*
COc1cc(-c2nc(-c3ccc(NC(=O)c4ccc5c(c4)OCO5)cc3)no2)cc(OC)c1OC,0.264,3.8,1.5,0.0,2.2,1459,-11.5,2.0,-1.7,-2.0,13.6
CC1=CS/C(=C(/C#N)C(=O)NCc2ccco2)N1c1ccccc1,nt,-3.7,1.3,0.3,1.4,1466,21.3,8.4,1.0,9.8,9.1
Cc1cccc(N2CCN(C(=O)c3cn4ccccc4n3)CC2C)c1 (stereo not drawn),0.0262,-4.3,3.9,0.1,0.0,1718,-14.7,-2.5,1.1,1.6,4.2
C#CCNC(=O)/C=C/c1ccc(C)cc1,0.577,-3.3,5.3,0.1,1.6,1286,0.9,38.3,-8.7,0.6,0.5
Cc1ccc(C(=O)N2CCN(C(=O)c3ccc(C)cc3)C2)cc1,0.285,1.1,-1.3,0.1,3.0,1627,5.0,-4.5,-1.5,-1.2,5.6
COc1cccc(N/C(SCc2ccccc2C)=C(/C#N)C(=O)NCc2cccs2)c1,0.424,3.5,-1.7,-0.4,19.7*,1529,4.9,27.7,-2.2,-0.6,3.3
C=C[C@@](C)(O)CC[C@@H]1[C@@]2(C)CCCC(C)(C)[C@@H]2CC[C@@]1(C)O,nt,4.7,5.8,-0.1,0.0,1518,-12.6,-22.2,-5.1,0.0,-2.8
Cc1ccc(Cl)cc1NC(=O)COC(=O)CC(C)(C)C,1.12,34.5,-0.3,-0.6,-1.5,1538,-13.4,-16.0,-6.2,-2.2,-2.7
O=C(Cn1cc([N+](=O)[O-])cn1)N1CCCc2ccccc21,-0.273,12.0,11.7,-1.1,-1.2,1558,2.4,-4.7,-8.1,2.9,-0.8
COc1ccc(OCc2nc(N)nc(Nc3cccc(C)c3C)n2)cc1,nt,-4.8,0.6,-0.8,3.0,1615,-4.6,9.2,-5.6,-3.6,17.9
O=C1CC(c2ccccc2)n2nc(NC(=O)c3cccnc3)nc2N1 (stereo not drawn),-0.00789,2.0,4.0,0.1,-0.6,1463,-1.4,-8.8,-7.8,-7.9,-7.1
CCCOc1ccc(N2C(=O)CC(N3CCC(C(=O)OCC)CC3)C2=O)cc1 (stereo not drawn),-0.0409,-5.7,2.7,-0.1,-0.4,1617,4.5,-8.2,-0.5,-1.0,-4.7
O=C1NC(CCc2ccccc2)C(=O)N1Cc1ccccc1Cl (stereo not drawn),0.044,6.2,-2.0,0.1,3.8,1393,4.8,-12.9,1.9,1.6,4.1
Cc1ccccc1-c1nc(-c2cccnc2)no1,nt,5.0,3.8,0.2,0.1,1807,-17.8,9.3,2.7,5.7,-3.2
COc1ccc(S(=O)(=O)N(CCc2ccccc2)CC(=O)O)cc1OC,0.2,0.0,5.6,0.9,0.1,1563,5.0,7.1,-0.4,-0.6,-0.4
Cc1ccc(S(=O)(=O)Nc2nc3ccccc3nc2NCc2ccco2)cc1,-0.888,4.5,3.8,1.9,3.8,1467,0.6,4.8,0.8,17.0,7.1
COC(=O)CSc1nnc(-c2ccccc2O)n1-c1ccc(C)cc1,nt,-1.7,1.9,2.6,0.0,1614,-3.7,-15.6,-2.1,-0.4,-2.4
Cc1[nH]c2ccccc2c1/C=N/NC(=O)C1CC1(c1ccccc1)c1ccccc1 (stereo not drawn),0.861,98.7*,9.2,0.4,3.4,1621,3.0,-1.4,6.3,5.8,1.1
Cc1ccc(C(=O)NCC(=O)OC(C)C(=O)Nc2ccc(N(C)C)cc2)s1 (stereo not drawn),nt,3.2,6.2,-0.3,0.4,1636,-10.6,-7.3,-2.9,6.7,-4.3
CCOCCCNC(=O)C(c1ccc(C)cc1)N(Cc1ccc2c(c1)OCO2)C(=O)CNC(C)=O (stereo not drawn),-0.919,-6.7,3.6,1.6,1.3,1387,nt,10.8,2.3,1.7,-4.4
CCOC(=O)C(CC)(CCC(=O)O)c1csc(Nc2ccc(C)cc2)n1 (stereo not drawn),0.35,-6.5,-4.8,-0.2,-0.8,1350,-4.4,3.3,4.0,2.5,-6.8
Cc1cccc(C(=O)Nc2ncc(CN3CCOCC3)s2)c1,nt,0.6,3.9,2.0,1.2,1623,10.1,-9.5,-4.7,2.8,10.3
S=C(NCCc1ccccc1)NC1CC2CCC(C1)N2Cc1ccccc1 (stereo not drawn),-2.33*,94.2*,4.0,-0.7,0.6,1652,-5.5,11.1,0.8,3.6,0.4
Clc1ccc(-c2nnc(-c3ccccc3Cl)o2)cc1,0.969,1.4,4.6,1.9,1.7,1663,-10.6,2.9,-1.0,3.9,-0.2
CC1Cc2ccccc2N1C(=O)c1cc2sccc2n1Cc1ccccc1 (stereo not drawn),nt,18.0,6.4,-1.5,2.9,1971*,nt,26.1,4.3,20.1,-1.3
CN1CCN(C(=O)c2cnn3c(C(F)(F)F)cc(-c4cccs4)nc23)CC1,-0.00306,1.1,1.5,0.7,1.8,1631,-0.8,25.2,3.5,0.0,5.5
Cc1ccc(NC(=S)NCCc2ccccc2)c(C)c1,nt,80.2*,0.1,nt,0.5,1843,0.9,4.1,1.6,4.3,4.5
CN(C)C=Nc1nonc1-c1ncn[nH]1,nt,-2.6,4.6,-0.3,0.7,1584,-10.2,13.3,-0.5,3.6,-8.7
CCCOc1ccc(Cn2ccnc2)cc1[N+](=O)[O-],-0.202,85.9*,9.4,-0.9,1.7,1738,3.3,nt,-1.6,-0.1,-0.8
Cc1c(C(=O)Nc2cc(S(=O)(=O)N3CCOCC3)ccc2N2CCOCC2)oc2ccccc12,-0.154,45.4,13.7,-0.4,6.0,1810,-6.3,-12.2,-1.7,6.4,7.9
O=C(OCCCC(=O)N1CCOCC1)c1ccccc1,0.398,-3.0,-1.0,1.7,0.8,1357,-30.0,-3.2,-2.2,-16.8,-3.4
Cc1cc(NC(=O)CCSc2ccccc2)no1,0.143,-0.2,2.6,-0.9,0.9,1543,-24.6,-4.5,-7.8,-4.7,-0.5
Cc1ccc(S(=O)(=O)CCc2nnc(NC(=O)c3ccccn3)s2)cc1,0.72,82.0*,-0.2,-0.7,2.1,1503,-6.8,-31.9,-3.8,-2.0,-9.4
COc1ccc(S(=O)(=O)N2CCCCCC2)cc1N(C)S(=O)(=O)c1ccc(C)cc1,nt,50.8*,7.4,2.4,2.4,1588,-12.2,19.9,-1.1,0.6,-9.2
COc1ccc(C(=O)COc2ccc(NC(C)=O)cc2)cc1,nt,-4.4,3.6,1.9,1.6,1419,16.4,9.8,-0.5,-4.1,0.1
COc1ccc(OC)c(Nc2nc(C3CC3)nc3c2nnn3Cc2ccccc2)c1,nt,9.5,1.9,2.6,8.2,1734,nt,9.2,-2.5,4.9,7.6
O=C(Nc1ccccc1)O/N=C(\c1ccccc1)c1ccccn1,-0.00443,1.9,0.0,-7.6,0.7,1663,nt,-3.9,-2.4,-6.2,8.6
CC(=O)n1cc(/C=C2/N=C(c3ccccc3)OC2=O)c2ccccc21,nt,-4.0,8.8,0.0,4.3,1487,2.0,12.9,0.5,8.4,7.6
COc1ccc(C(=O)Nc2cc(C(C)=O)c(/C=C/N(C)C)oc2=O)cc1,nt,-3.3,13.5,1.5,0.5,1765,nt,27.9,-2.5,0.6,0.6
O=C(OCc1cc(Cl)ccc1OC(F)F)c1cccnc1,-1.67,9.1,1.9,-1.8,-0.1,1532,5.6,2.8,0.2,0.2,6.4
CCN(CC)S(=O)(=O)c1cc([N+](=O)[O-])ccc1N=Nc1c(O)n(C)c2ccccc12,nt,65.5*,-4.0,3.7,1.9,1367,-8.4,-5.1,-3.5,-2.9,-11.1
CC1(C)Oc2ccc3ccc(=O)oc3c2C(/C=N/O)C1=O (stereo not drawn),nt,-4.5,8.9,0.3,1.7,1613,-8.2,6.7,1.1,-3.5,3.0
CCOC(=O)C1C2C=CC3(CN(Cc4cccs4)C(=O)C13)O2 (stereo not drawn),0.168,-0.1,-1.6,-1.6,0.4,1852,-5.6,11.3,0.7,-3.7,20.8
O=C1OC(Oc2ccccc2)(c2ccccc2)c2ccccc21 (stereo not drawn),nt,98.5*,0.0,-3.2,6.7,1454,nt,26.4,-12.7,1.1,1.9
CSCC[C@H](NC(=O)Nc1cccc(C(F)(F)F)c1)C(=O)O,nt,0.9,5.3,-0.8,0.9,1771,-41.6,-4.1,-1.5,-8.4,6.5
COc1ccc(OC)c2sc(NC(=O)C3CC3)nc12,nt,-1.1,0.7,-1.1,1.0,1579,12.0,7.2,-2.1,1.8,4.8
COc1ccccc1NC(=S)N(CCN1CCCCCC1)Cc1cccs1,-0.862,56.5*,-2.6,-1.0,0.6,1658,3.7,27.9,-4.2,4.4,3.4
CNC(=O)CN1C(=O)C2C3C=CC(C3)C2C1=O (stereo not drawn),0.963,0.8,-0.6,-0.1,0.9,1510,11.8,5.0,-1.5,-3.9,3.2
